# Screening results from PubChem.
# NS5 inhibitors = Dengue-2 NS5 methyltransferase inhibitors, primary screen, biochemical, confirmation dose response (AID 588689); Dengue-2 NS5 methyltransferase capping enzyme assay, biochemical; higher % means a stronger effect; Genome polyprotein (Dengue virus type 2 (strain 16681-PDK53)); inhibition, % at 25 µM, or IC50 in µM where a hit was titrated; hit rate 0.3% among 340,000; in the data active means a potency from the dose series; inconclusive means inhibition above about 29% without an active follow-up result
# K1F lysis inhibition = inhibition of K1F phage lysis, E. coli UTI89, bacterial capsule biogenesis inhibitors, alamar blue (AID 488966). E. coli UTI89 K1F phage lysis, alamar blue, 2 h; higher % means a stronger effect. inhibition, % at 100 µM; hits with a dose series show IC50 in µM. hit rate 0.02% among 340,000;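 active means phage lysis inhibition, versus mean bacterial control, above a set limit; inconclusive means no clear call, values can overlap the other calls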;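 further: capsule biogenesis inhibitors block K1F phage lysis so surviving cells raise fluorescence; higher fluorescence means more inhibition of phage lysis; actives were called in the ten point dose series up to 300 µM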
# AID2073 = inhibitors of Mint1-CaV2.2 protein interaction, biochemical, HTRF (AID 2073); HTRF protein-protein interaction, Mint1-CaV2.2; higher % means a stronger effect; one-dose inhibition, % at 20 µM; IC50 in µM for titrated hits; hit rate 0.19% among 290,000; Voltage-dependent N-type calcium channel subunit alpha-1B (Homo sapiens); in the data active means inhibition mostly above about 51%, no sharp cut-off; inconclusive means no clear call, values can overlap the other calls; inactive means mostly below about 53%; further: some results filed as inactive read as strong as hits
# GPR35 arrestin U2OS = GPR35 antagonists blocking zaprinast-driven arrestin recruitment, primary screen, imaging, U2OS, beta-arrestin-GFP, zaprinast agonist (AID 2058); G-protein coupled receptor 35 (Homo sapiens); U2OS GPR35 beta-arrestin-GFP translocation imaging, zaprinast antagonism; higher % means a stronger effect; one-dose inhibition, % at 10 µM; IC50 in µM for titrated hits; hit rate 0.052% among 290,000;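 active means inhibition of at least 50% with at least 30 cells and total cytoplasm GFP at most 10,000,000; inconclusive means under 30 cells or total GFP of 10,000,000 plus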
# NTR1 ag = agonists of NTR1, primary screen, imaging, U2OS cells, beta-arrestin-GFP, high content (AID 493036) | hit rate 0.17% among 330,000 | Neurotensin receptor type 1 (Homo sapiens), P30989 | NTR1-U2OS beta-arrestin-GFP spot imaging, agonist mode | activation, % at 20 µM;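 active means activation at or above 40% of the spot to cytoplasm intensity ratio, with at least 20 cells analyzed; inconclusive means wells under 20 cells, flagged as cytotoxic or low count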;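 further: 0% = DMSO without peptide and 100% = 100 nM NTR1 peptide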
# Target sequence (P30989 whole entry, looked up): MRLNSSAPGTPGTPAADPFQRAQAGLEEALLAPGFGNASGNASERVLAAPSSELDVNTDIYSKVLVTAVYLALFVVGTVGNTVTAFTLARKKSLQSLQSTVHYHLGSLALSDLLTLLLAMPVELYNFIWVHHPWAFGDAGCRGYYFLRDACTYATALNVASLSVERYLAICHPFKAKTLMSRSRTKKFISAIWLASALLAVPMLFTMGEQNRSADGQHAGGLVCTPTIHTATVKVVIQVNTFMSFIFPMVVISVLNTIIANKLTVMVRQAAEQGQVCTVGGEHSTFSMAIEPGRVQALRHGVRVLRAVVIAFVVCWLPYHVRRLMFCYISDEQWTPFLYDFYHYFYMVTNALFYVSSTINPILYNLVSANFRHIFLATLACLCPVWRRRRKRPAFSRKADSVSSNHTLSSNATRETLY
# WT yeast gro inh = growth inhibition of WT strain, primary screen, mitochondrial fusion inhibitor project, WT and mutant strains, chemical genetic. mitochondrial fusion phenotypic screen. inhibition, % at 10 µM. hit rate 2.1% among 190,000; in the data active means inhibition above about 58%; tested in S. cerevisiae
# LYP phosphatase = inhibitors of LYP phosphatase, biochemical, fluorescence intensity, uHTS (AID 1779); Tyrosine-protein phosphatase non-receptor type 22 (Homo sapiens); recombinant LYP phosphatase, fluorescence intensity; higher % means a stronger effect; inhibition, % at 11.5 µM; hits with a dose series show IC50 in µM; hit rate 0.054% among 290,000; in the data active means inhibition above about 50%;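 further: plate controls were vehicle with enzyme for no effect and no enzyme for full effect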
# RSV CPE inhibition = RSV antiviral activity via CPE protection, HEp-2 cells, primary 10 µM value included (AID 2391). hit rate 0.13% among 310,000. CPE inhibition, % at 10 µM, or IC50 in µM where a hit was titrated. HEp-2 cells, RSV-induced CPE inhibition; higher % means a stronger effect; in the data active means a potency from the dose series; inconclusive means CPE inhibition mostly from about 23% at the one dose, without a potency; inactive means the rest, 99 in 100 with CPE inhibition below about 21%; further: strong numbers were not always called active
# Autophagy HCS = autophagy modulators in MEF cells, primary screen, imaging, high-content, MEF GFP-LC3 | MEF GFP-LC3 puncta imaging; test concentration mostly 10 µM | calls only at 10 µM (by protocol) | hit rate 0.98% among 190,000 | AID 463193, 2010;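 active means percentage of spot-positive cells more than 3 SD above its plate mean, without a fluorescence outlier flag or 80% toxicity; inconclusive means no clear call, values can overlap the other calls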;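 further: spot-positive cell cutoff set from DMSO-treated cells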
# WT yeast gro inh mutant strain = further read-out of WT yeast gro inh, marked with its call; inhibition, %; mitochondrial fusion phenotypic screen, mutant strain inhibition
# Autophagy HCS cell loss 18 h = recorded beside Autophagy HCS, whose call it bears; toxicity, %; measured here: cell loss, nuclei count;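 cell loss after 18 h compound exposure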
# NTR1 ag cell count 20 µM = recorded beside NTR1 ag, whose call it bears; cell count; measured here: cell count, cytotoxicity flag
# NS5 inhibitors pilot replicate = also measured in NS5 inhibitors; calls as there; inhibition, %; measured here: pilot screen replicate inhibition
# * marks the source's active call; other numbers are inactive results; i = inactive; u = inconclusive; x = not tested or not shown; [ ] = remark or other dose. No enrichment for hits (roughly 2.6% active in at least one column).
SMILES,NS5 inhibitors,K1F lysis inhibition,AID2073,GPR35 arrestin U2OS,NTR1 ag,NTR1 ag cell count 20 µM,WT yeast gro inh,WT yeast gro inh mutant strain,LYP phosphatase,RSV CPE inhibition,Autophagy HCS,Autophagy HCS cell loss 18 h,others
COc1cc(CNc2ccc3[nH]c(=O)[nH]c3c2)ccc1OCC(=O)NC(C)(C)C,-9%,-0.1%,44%,-4%,-1.8,89,6,-5,-15%,0.3%,i,9,
CCSc1nnc(NC(=O)CCNS(=O)(=O)c2ccccc2F)s1,-1%,-0.1%,-1%,10%,4.7,42,x,x,-9%,1.5%,x,x,
CCOC(=O)C(=CNc1ccc(Oc2cccnc2)nc1)C(=O)OCC,-3%,0.6%,9%,0%,0.4,50,x,x,-4%,1.2%,x,x,
Cc1ccc(NC(=O)Nc2nnc(-c3ccccc3)o2)cc1,-5%,1.3%,9%,-4%,-2.1,80,3,-16,-5%,0.6%,i,12,
CC(=O)c1cc2c(cc1N/C(=N/S(=O)(=O)c1ccc(C)cc1)c1ccc(Cl)cc1)OCO2,-4%,0.9%,1%,0%,9.6,51,27,16,-9%,4.8%,i,2,
COc1ccccc1N(C)S(=O)(=O)c1ccc(Cl)c(C(=O)OCc2c(C)noc2C)c1,x,0.0%,15%,0%,5.9,35,20,8,2%,7.3%,i,9,
CS(=O)(=O)N(CC(=O)N1CCN(Cc2ccccc2)CC1)c1ccc2c(c1)OCCO2,-6%,1.4%,42%,-5%,0.9,54,-1,-85,-2%,0.4%,i,0,
CCn1c(SCC(=O)NCCOc2ccccc2)nc2ccccc2c1=O,3%,0.5%,7%,0%,-2.2,30,1,6,-5%,1.6%,i,20,
c1ccc(Cn2nnnc2CN2CCOCC2)cc1,-1%,0.2%,-12%,21%,-2.8,88,8,-6,-3%,1.1%,i,3,
CC1(C)C(C=C(Cl)Cl)C1C(=O)Nc1ccc(S(=O)(=O)Nc2ncccn2)cc1 (centres undefined),-6%,-0.4%,-7%,-29%,0.1,47,x,x,-6%,1.8%,x,x,
Cc1ccc(CN(C)C(=O)c2cc(Br)c(Br)s2)o1,1%,-0.1%,5%,0%,-0.7,59,x,x,-4%,3.8%,x,x,
CCOC(=O)N1CCC(N2C(=O)c3ccccc3C2Nc2cc(OC)c(OC)c(OC)c2)CC1 (centres undefined),0%,1.5%,32%,-10%,0.1,59,8,8,-6%,3.6%,x,x,
O=C(/C=C/c1ccccc1[N+](=O)[O-])Oc1ccccc1,x,x,8%,3%,2.6,46,x,x,-6%,0.7%,x,x,
CCCCc1c(C)[nH]c(C(=O)OCC)c1C,-6%,-0.2%,-5%,-6%,0.6,67,-4,-2,1%,-0.5%,i,-38,
Cc1ccccc1-n1c(SCc2c(C)noc2C)nnc1-c1c[nH]c2ccccc12,x,-0.1%,8%,0%,1.4,40,21,9,0%,0.3%,i,-16,
C=CCNC(=O)c1cc2sccc2n1C,-8%,0.1%,2%,-5%,-1.4,43,x,x,-4%,0.5%,x,x,
CC(C)CNC(=O)COC(=O)/C=C/c1ccccc1[N+](=O)[O-],-6%,0.3%,-6%,-8%,-0.7,58,51,0,0%,2.0%,i,-5,
COc1ccc(Cl)cc1NC(=S)N(CCCN1CCOCC1)Cc1cn(C)c2ccccc12,-2%,0.6%[50 µM],u,-3%,0.8,50,15,17,10%,-1.3%,i,16,
O=C(c1ccc(S(=O)(=O)Cc2cc(F)ccc2F)c([N+](=O)[O-])c1)N1CCCC1,-4%,0.1%,-9%,21%,2.3,66,7,10,0%,-1.4%,i,-7,
Oc1c(Cl)cc(Cl)c(Cl)c1Cc1c(O)c(Cl)cc(Cl)c1Cl,0%,-20%,6%,-7%,2.0,53,88,91,6%,0.7%,i,8,
CN1C(=O)c2cccc(NC(=O)CCc3ccccc3)c2C1=O,-5%,-0.7%,-7%,26%,0.7,87,-1,-6,-5%,0.9%,i,-4,
O=C(NCCCN1CCOCC1)c1ccc2c(=O)n(-c3ccc(F)c(Cl)c3)c(=S)[nH]c2c1,2%,0.5%,-26%,6%,-0.5,57,x,x,-5%,3.9%,x,x,
O=C(Nc1ccccc1)C1=C[C@H](c2ccccc2)C[C@H](OCc2ccc(CO)cc2)O1,-2%,2.3%,-3%,-16%,-0.4,91,25,12,-1%,5.3%,i,37,
CC(C)N=C(N)N=C(N)Nc1ccc(Cl)cc1,-33%,12%,x,x,-2.8,56,x,x,x,-0.8%,x,x,
COc1ccc2[nH]c(C)c(CCNC(=S)Nc3cccc(C)c3)c2c1,-1%,1.9%,-10%,1%,1.3,64,8,-15,-6%,6.8%,i,17,

# The listing continues.
SMILES,NS5 inhibitors,K1F lysis inhibition,AID2073,GPR35 arrestin U2OS,NTR1 ag,NTR1 ag cell count 20 µM,WT yeast gro inh,WT yeast gro inh mutant strain,LYP phosphatase,RSV CPE inhibition,Autophagy HCS,Autophagy HCS cell loss 18 h,others
Cc1ccc(S(=O)(=O)Cn2nnnc2C(CC(C)C)N2CCC(C(N)=O)CC2)cc1 (centres undefined),-7%,0.3%,2%,-3%,1.8,45,x,x,-10%,2.0%,x,x,
CC1CCN(S(=O)(=O)c2ccc(NC(=O)CN3CCCC3)cc2)CC1,4%,0.0%,-3%,-13%,2.6,33,x,x,-10%,-1.3%,x,x,
CN(C)c1ccc(/C=N/NC(=O)c2ccc3nc[nH]c3c2)cc1,-2%,-0.3%,13%,11%,-1.2,53,x,x,-2%,x,x,x,
CCOc1ccc(N/C(=C(/C(Cl)=C(Cl)Cl)[N+](=O)[O-])n2cncn2)cc1,x,x,6%,10%,1.1,62,-2,6,-9%,0.8%,i,6,
COc1ccccc1Nc1nc(N)nc(CSc2nncn2C)n1,-2%,0.7%,11%,0%,0.1,93,15,21,-12%,1.6%,i,-1,
COC(=O)c1ccc(Cl)c(NC(=O)NC23CC4CC(CC(C4)C2)C3)c1,-6%,0.3%,-2%,14%,1.5,83,-11,-1,-5%,4.1%,i,-2,
CC(C)c1cccc(C(C)C)c1NC(=O)CCN1C(=O)NC2(CCCC2)C1=O,-4%,0.8%[50 µM],x,x,0.6,49,x,x,x,0.6%,x,x,
COc1ccc(CCNC(=O)C2CCC(=O)N2Cc2ccccc2Cl)cc1OC (centres undefined),-3%,0.2%,-11%,1%,-0.6,76,x,x,-4%,1.2%,x,x,
COc1ccccc1CCNC(=O)/C(=C/c1cccnc1)NC(=O)c1ccccc1,4%,0.1%,4%,-10%,-0.1,87,10,10,-7%,1.0%,i,23,
Cc1csc(SCC(=O)Nc2cccc(S(=O)(=O)N3CCCC3)c2)n1,-1%,0.4%,2%,-2%,-0.3,46,-22,-1,-8%,3.2%,i,5,
O=C(COC(=O)C1CCC(=O)N1)Nc1cc(Cl)ccc1Cl (centres undefined),-4%,0.3%,3%,5%,0.3,41,10,1,-11%,1.8%,i,-4,
CN(C(=O)c1cc([N+](=O)[O-])ccc1N1CCCC1)C1CCCCC1,-7%,0.0%,2%,12%,0.8,53,x,x,-4%,3.8%,x,x,
Cc1ccc(OCCN2CCCCCC2)c(C)c1,-2%,1.7%,4%,-1%,1.1,51,13,9,-1%,-2.1%,i,-22,
O=C1CCSc2cccc3cccc(c23)N1,-1%,2.5%,u,-1%,-0.3,45,-15,-4,-3%,7.7%,i,-33,
CN(CCc1ccccn1)C(=O)Nc1cccc(Cl)c1,-12%,0.2%,24%,1%,-0.5,56,x,x,-3%,1.1%,x,x,
COC(=O)C1=C(C)N(Cc2ccccc2)C(=O)N[C@H]1c1cccc(F)c1,7%,-0.2%,x,x,-5.5,80,x,x,x,3.4%,x,x,
O=C(O)C1=C[C@H](c2ccccc2)C[C@H](OCc2ccc(CO)cc2)O1,2%,-0.7%,-2%,-2%,-0.1,54,0,5,-8%,0.0%,i,14,
Cc1cccc(N(CC(=O)Nc2ccccc2F)S(C)(=O)=O)c1,1%,0.0%,8%,-6%,0.2,68,-7,7,-7%,2.2%,i,-1,
COc1ccccc1S(=O)(=O)Cc1ccc(C(=O)NCc2ccccc2)o1,-8%,0.0%,2%,22%,-0.2,71,x,x,-13%,3.2%,x,x,
CCC(=O)Oc1ccc2c(C)cc(=O)oc2c1C,9%,-0.3%,4%,6%,-0.3,57,14,0,-4%,2.4%,i,10,
CC1=CCC2C(=O)N(c3nc(C)cc(C)n3)C(=O)C2C1 (centres undefined),3%,-0.2%,-6%,14%,3.0,106,25,4,1%,1.3%,i,1,
CCN1CCc2nc3sc(C(=O)Nc4cccnc4Cl)c(N)c3cc2C1,-27%,-0.2%,0%,7%,-1.3,62,x,x,-4%,10%,x,x,
C=CCOC(=O)C(=O)/C=C/c1coc2ccccc2c1=O,-32%,1.0%,40%,0%,-4.5,78,7,8,1%,2.8%,i,2,
Cc1nn(CC(=O)Nc2ccc3nc4n(c(=O)c3c2)CCCC4)c(C)c1[N+](=O)[O-],-23%,0.0%,0%,-7%,-1.4,61,x,x,-3%,4.1%,x,x,
COc1ccc(-c2nc3oc4cc(OC)ccc4c(=O)c3c(=O)n2Cc2ccco2)cc1,4%,-1.6%,22%,-3%,5.1,91,33,9,8%,7.8%,i,4,NS5 inhibitors pilot replicate=-2.4
CC(NC(=O)CCCCCNC(=O)N1CCn2c1nc1ccccc12)c1ccccc1 (centres undefined),-12%,0.0%,-6%,-2%,0.1,59,x,x,-3%,1.5%,x,x,
O=C(Nc1ccc(Br)cc1)c1ccccc1Br,-7%,0.2%,32%,-2%,0.8,56,x,x,1%,17%,x,x,NS5 inhibitors pilot replicate=-7.6
CC(C)c1ccc(N(CC(=O)NCC2CCCO2)C(=O)CCC(=O)Nc2nccs2)cc1 (centres undefined),-6%,0.2%,2%,-6%,1.5,43,x,x,1%,2.8%,x,x,
COc1ccc(-c2nc(-c3ccccn3)ncc2S(C)(=O)=O)cc1,4%,0.0%,9%,3%,-1.5,102,-10,-9,-2%,1.2%,i,-9,
O=C(NC(NC1CCS(=O)(=O)C1)C(=O)c1cccs1)c1ccccc1 (centres undefined),x,x,-8%,-10%,-2.0,30,13,13,2%,1.2%,i,-6,
